SW480 rereplic – DNA re-replication induction in SW480 cells; SW480 DNA re-replication, Hoechst DNA content imaging, 48 h; Potency, µM (titrated, usually from 46.1 µM), for the others: at the top dose re-replication activation, hits mostly activators; actives 1.8% (n = 340,000); AID 624297; also: potency is read from the fitted curve at half-maximal effect; % of control where 0% means no effect; nearly all actives have a fitted effect of over 55% in size
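Per well, 250 cells were exposed to pinned compound for 48 hr. Nuclear DNA was visualised with Hoechst (40 min, 37 C) and total object intensity recorded by fluorescence scanning.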
HT1080-NT tox – kills 2HG-producing HT-1080-NT fibrosarcoma cells. HT-1080-NT fibrosarcoma viability, CellTiter-Glo ATP luminescence, 48 h. AID 686970. Potency, µM (top dose mostly 46.1 µM), for inactives: top-dose activity, negative = less viability, actives largely listed as cytotoxic. actives 1.6% (n = 360,000);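 also: NT is the 2HG producing partner of a matched IDH1 knockdown line; potency is read from the fitted curve at half-maximal effect; 0% = DMSO-treated cells and -100% = media-only wells without cells; nearly all actives have a fitted effect of over 55% in size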
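Toxicity toward the 2HG-producing NT line was scored as %Activity, normalised to DMSO and no-cell wells, from CellTiter-Glo luminescence after 48 hours' treatment.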
IL-1B inflam inh – inflammasome signaling inhibition, IL-1 beta readout; activity change, % at 57.5 µM; actives 4.7% (n = 360,000); THP-1 LPS/ATP IL-1B secretion, AlphaLISA, 16 h; hits give low values; in the data active = activity change below about -50%; inconclusive = mostly about -30% to -49%; also: % is scaled to controls: 0 for no effect and ±100 for the full control effect
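THP-1 cells pretreated 1 hr with compounds (up to 57.5 uM final), then stimulated with LPS (250 ng/mL final) plus ATP (1.25 mM final); secreted IL-1B measured by AlphaLISA after 16 hr, decreased signal indicating inhibition.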
GLP1R cytotox – cytotoxicity in counter-screen for GLP-1R inverse agonists; HEK293 cAMP-luciferase reporter cells, luminescence, 24 h; Potency, µM (highest dose often 38.3 µM), without a hit: at the top dose activity change, negative = inhibition, actives largely listed as inhibitors; actives 0.13% (n = 410,000);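 also: loss of luciferase light is scored as toxicity; potency is read from the fitted curve at half-maximal effect; % is scaled to controls: 0 for no effect and ±100 for the full control effect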
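Quantitative HTS format, 1536 wells, 200 cells/uL seeded. Compounds: 23 nL, 24 h, 37 °C. Detection: luciferase reagent, luminescence at 12 min RT; decreased signal taken as cytotoxic.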
MCF10A rerep – DNA re-replication induction in MCF 10a cells. MCF 10A DNA re-replication, Hoechst nuclear intensity, 48 h. Potency, µM (titrated, usually from 46.1 µM), without a hit: at the top dose activity, positive = re-replication, hits mostly activators. actives 2.9% (n = 350,000); also: potency is read from the fitted curve at half-maximal effect; % of control where 0% means no effect; nearly all actives have a fitted effect of over 50% in size
KB-V1 cytotox – KB-V1 MDR subline cytotoxicity; KB-V1 MDR cells viability, CellTiter-Glo, 72 h; Potency, µM (highest dose often 46.1 µM), for the others: at the highest dose activity change, negative = cytotoxicity, hits mostly cytotoxic; actives 3.4% (n = 400,000); AID 1347076; also: potency is read from the fitted curve at half-maximal effect; % is scaled to controls: 0 for no effect and ±100 for the full control effect; nearly all actives have a fitted effect of over 60% in size
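Cells of the MDR subline KB-V1 are plated, dosed with compound at multiple concentrations, and incubated 72 h at 37 degrees C; CellTiter-Glo is then added and luminescence read after 10 min.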
HT1080 IDH1KD tx – kills HT-1080 cells with IDH1 knockdown. actives 2% (n = 360,000). Potency, µM (series often up to 46.1 µM), for the others: top-dose activity, negative = toxicity, most hits filed as cytotoxic. HT-1080 IDH1 knockdown viability, ATP luminescence, 48 h. AID 686971;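 also: potency is read from the fitted curve at half-maximal effect; 0% = DMSO wells and -100% = cell-free medium wells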
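CellTiter-Glo luminescence after 48 h compound exposure at 37 degrees C of IDH1-knockdown HT-1080 cells in 5% FBS RPMI. %Activity scaled between DMSO wells and cell-free media wells, with curves fitted and assigned curve classes.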
KB-3-1 tox – kills parental KB-3-1 adenocarcinoma cells; KB-3-1 viability, CellTiter-Glo ATP luminescence, 72 h; Potency, µM (highest dose often 46.1 µM), inactives show at the top dose activity change, negative = cytotoxic, actives largely listed as cytotoxic; actives 1.4% (n = 400,000); AID 1347075; also: potency is read from the fitted curve at half-maximal effect; % is scaled to controls: 0 for no effect and ±100 for the full control effect; nearly all actives have a fitted effect of over 60% in size
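Cells are dispensed, compounds pinned in, plates held at 37 °C for 72 h, then CellTiter-Glo is added and luminescence read after 10 minutes. Cell line: parental KB-3-1 in phenol-red-free DMEM, 10% FBS.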
DRD3 agonist – D3 dopamine receptor (human) agonism | P35462 | AID 652048 | actives 0.58% (n = 410,000) | max activation, % | D3R DiscoveRx beta-arrestin cells, luminescence, 90 min; in the data active = max activation above about 30%; also: 0% is about no effect; mostly tested at two doses, the higher about 12 µM
Target sequence (P35462 whole entry, looked up): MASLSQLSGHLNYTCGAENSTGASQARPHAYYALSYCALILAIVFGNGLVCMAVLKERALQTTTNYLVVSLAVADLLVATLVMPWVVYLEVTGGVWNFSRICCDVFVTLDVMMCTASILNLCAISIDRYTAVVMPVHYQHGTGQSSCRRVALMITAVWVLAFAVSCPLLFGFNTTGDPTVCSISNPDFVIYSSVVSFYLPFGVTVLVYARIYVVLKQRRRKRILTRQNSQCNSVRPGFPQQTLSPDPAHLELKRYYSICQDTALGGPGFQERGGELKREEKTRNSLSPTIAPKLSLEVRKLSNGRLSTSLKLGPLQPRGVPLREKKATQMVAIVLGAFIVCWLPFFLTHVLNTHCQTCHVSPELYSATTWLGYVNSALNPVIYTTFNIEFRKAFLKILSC
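Agonist-mode cell screen: cells plated at 1500/well and incubated overnight at 37 °C, then exposed to library compounds for 90 min at 37 °C. Detection reagent was added for 30–60 min at room temperature, and luminescence was read.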
Numbers without * were called inactive; u = inconclusive; x = no result given; & = joins results of further samples; [ ] = another dose, or the depositor's remark. Unless noted, calls follow the shape of the dose curve; as a rule, active = well fitted curve in the direction sought with a large enough effect; inconclusive = small, poorly fitted or top-dose-only effect, or another doubt; inactive = no such curve, though single readings can be large; an effect the other way counts as inactive or inconclusive. Random draw from the library; about 11% have a hit in one of these screens.

SMILES | IL-1B inflam inh | SW480 rereplic | HT1080-NT tox | HT1080 IDH1KD tx | MCF10A rerep | GLP1R cytotox | DRD3 agonist | KB-3-1 tox | KB-V1 cytotox
Cc1c(NC(=O)C(C)OC(=O)C(NC(=O)c2ccco2)C(C)C)c(=O)n(-c2ccccc2)n1C (configuration not stated) | 30 | -1% | 0% | -2% | -1% | -9% | 1 | 9% | 1%
CCOc1ccc(N2CC(C(=O)Nc3ccccn3)CC2=O)cc1 (configuration not stated) | 27 | -2% | 13% | 1% | -6% | -2% | -11 | 4% | 9%
NC(=O)c1cc(S(=O)(=O)NCc2cccc(Br)c2)cs1 | 9 | -8% | 1% | 5% | u | -3%&-11% | -1&6 | -4%&2% | -7%&-7%
O=C(NCCC(=O)N1CCOCCOCCOCCOCC1)OCc1ccccc1 | 25 | -26% | 5% | 0% | 0% | 3% | 6 | 5% | 0%
O=C(CSCc1ccccc1Cl)Nc1ccc2c(c1)OCCO2 | -17 | 2% | u | 4% | 5% | -10% | 5 | 6% | -19%
COc1ccc(C(=O)NC(=S)Nc2cccc(Cl)c2N2CCOCC2)cc1[N+](=O)[O-] | 10 | 7.3µM* | 7% | -6% | -4% | u | -8 | -5% | -2%
CCOc1cc2[nH]c(=S)n(CCC(=O)NCc3ccc(OC)cc3)c(=O)c2cc1OCC | 0 | -4% | 0% | 4% | -1% | -2% | 3 | 9% | -3%
COc1cccc(Nc2nc(C(N)COCc3ccccc3)cs2)n1 (configuration not stated) | x | x | 18µM* | u | x | -25% | -4 | -5% | -9%
Cc1ccc(C)c(S(=O)(=O)N2CCN(C(=O)Cc3ccccc3)CC2)c1 | -13 | 70% | -4% | -15% | -24% | -9% | -1 | 3% | -20%
NS(=O)(=O)c1cccc(NC(=O)CSc2nnc(C3CC3)n2Cc2ccccc2)c1 | 21 | 26% | -2% | -5% | -6% | -13% | -10 | -4% | 24%
CCN1CCCC1CNCC(O)COc1ccc(C(C)(C)C)cc1C (configuration not stated) | u | u | -28% | u | 9.2µM* | 8% | 5 | -6% | -5%
COc1ccc(C(=O)NC2=NCCS2)cc1 | -8 | -5% | 4% | 15% | -4% | 2% | 8 | 4% | 12%
C=CCNC(=O)CSc1cc([N+](=O)[O-])cc(S(=O)(=O)Cc2ccccc2)c1 | 15 | u | -6% | 7% | -8% | 2% | 2 | 1% | u
COc1ccc(NC(=O)Cn2c(=O)n(-c3ccc(C)c(C)c3)c(=O)c3c4c(sc32)CCCCC4)cc1Cl | x | x | x | x | x | 0% | -3 | -4% | -6%
CC(OC(=O)c1cccs1)C(=O)NCc1cccs1 (configuration not stated) | u | -5% | 1% | 4% | 4% | 30% | -1 | 16% | 15%
Cc1nn(CCOc2ccccc2)c(=O)n1-c1ccccc1F | -6 | -14% | 7% | -1% | 2% | u | 0 | 0% | u
Cc1nn(-c2ccc(F)cc2)c(-n2cccc2)c1C(=O)NCCCN1CCN(c2cccc(Cl)c2)CC1 | x | x | x | x | x | 5% | -10 | u | 10µM*
C=CCOCC(O)Cn1c(N2CCCC2)nc2c1c(=O)n(C)c(=O)n2C (configuration not stated) | 0 | -36%[inhibitor] | 2% | 2% | 1.3µM* | -4% | 5 | -2% | 0%
COCCCn1c(=O)c2sccc2n2c(CCCC(=O)NCc3ccc(OC)cc3)nnc12 | 0 | -13% | 6% | 2% | -2% | -7% | 5 | -4% | 13%
O=C(CCN1C(=O)/C(=C/c2ccccc2)SC1=S)N[C@@H](CO)Cc1ccccc1 | -61* | u | 2% | -13% | u | u | -4 | u | -5%
CCOC(=O)c1sc2nc(C)nc(SC(C)C(=O)NC3CC3)c2c1C (configuration not stated) | 0 | 4% | u | 13% | 0% | 2% | -12 | 11% | -3%
COc1ccc(C(=O)CCC(=O)NCc2cc(OC)cc(OC)c2)cc1 | 19 | 24% | 6% | 9% | 2% | -2% | 0 | 18% | 24%
COCCCn1c(SCC(=O)Nc2ccc(C(C)=O)cc2)nc2ccccc2c1=O | -20 | 3% | -1% | -17% | -179%[0.0737 µM] | -19% | 0 | 9% | u
CCOC(=O)N1CC=C2C(C#N)=C(N)C(C#N)(C#N)[C@H](c3ccccc3OCC)[C@H]2C1 | 14 | u | u | u | u | 0% | -3 | 2% | u
Cc1ccc(CN2c3ccccc3S(=O)(=O)c3ccccc32)cc1 | x | x | x | x | x | 17% | -11 | -29% | -15%
COCc1cc(SC2CCCCC2)nc(C)n1 | 0 | 0% | 18% | 9% | 0% | 1% | 1 | -3% | 28%
CC(C)c1ccc(/C=C2\C(=O)N(CCN3CCOCC3)C(=S)N2C)cc1 | -94* | 26% | 1% | 4% | u | -11% | 2 | -18% | u
NC(Cc1ccc(Cl)cc1)c1csc(Nc2ccc(C(F)(F)F)cn2)n1 (configuration not stated) | -67* | x | u | u | x | u | 10 | 0% | u
Cc1c(S(=O)(=O)NCCc2ccccc2)c(=O)n(C)c(=O)n1C | 1 | -1% | 5% | 13% | 1% | 5% | 7 | 11% | 10%
CCSc1nc(-c2cccnc2)ccc1C#N | -11 | 5% | -3% | -8% | 13% | -11% | 1 | 0% | -4%
CCOC(=O)c1cc2c(=O)n3ccccc3nc2n(CCOC)c1=NC(=O)c1ccncc1 | 1 | -3% | -5% | -10% | 4% | 128%[activator] | -1 | -1% | 2%
CN1CCN(c2nc(-c3ccccc3)ncc2S(C)(=O)=O)CC1 | -8 | -1% | -5% | 0% | -11% | -5% | 0 | -1% | -1%
COc1cc(N)c2ncccc2c1Br | u | -7% | -2% | -19% | -4% | 38%[activator] | -5 | u | u
COc1ccc(CCNC(=O)c2cc(-c3cccs3)on2)cc1OC | 82 | -1% | 2% | u | -1% | -12% | 36* | 1% | 0%
CCOC(=O)C1CCCN(C(=O)c2ccc(CNc3c(N4CCC(C)CC4)c(=O)c3=O)cc2)C1 (configuration not stated) | -6 | -13% | 3% | 1% | 2% | -29% | 0 | 18% | 14%
CCN(CC)C(=O)C1=C(C)N(Cc2ccc(F)cc2)C(=O)C(CC(=O)NCCCN(C)C)C1 (configuration not stated) | 0 | x | 3% | 2% | x | -5% | -2 | 14% | 0%
Cc1ccc(NC(=O)c2ccc(CNc3c(N4CCOCC4)c(=O)c3=O)cc2)cc1 | -9 | -19% | 14% | 2% | -3% | 0% | 0 | 11% | 22%
CCc1nn(C(CC)C(=O)NCc2cccs2)c(=O)c2cc3occc3n12 (configuration not stated) | 18 | -8% | -2% | -6% | 1% | -6% | -1 | 0% | 15%
COc1ccc(CCN2C(=O)C(Oc3ccccc3C)C2c2ccc3c(c2)OCO3)cc1OC (configuration not stated) | u | u | -13% | -17% | u | -5% | -8 | u | -9%
Cc1cc(NC(=O)Nc2nnc(N3CCCCCC3)s2)ccc1Br | x | x | x | x | x | -4% | 7 | 0% | 11%
Cc1cc(C)c(S(=O)(=O)N2CCOC2CNC(=O)C(=O)NCc2ccncc2)c(C)c1 (configuration not stated) | 1 | -3% | -11% | -2% | 9% | -9% | -3 | 12% | -25%
Cc1ccc(COC(=O)c2ccc(-c3nnn(Cc4ccc(C)cc4)n3)cc2)cc1 | x | x | x | x | x | -1% | -6 | -10% | -1%
CC(=O)Nc1cccc(OCC(O)Cn2cnc3ccccc32)c1 (configuration not stated) | 22 | 3% | 0% | -1% | -1% | -5% | 0 | 4% | 14%
Cc1sc(NC(=O)CSc2nnnn2C)c(C#N)c1C | 17 | -7% | 6% | 10% | 26% | -4% | 3 | -2% | -11%
CC(=O)N1CCN(CC(=O)Nc2cc(S(=O)(=O)N3CCCCC3)ccc2C)CC1 | 0 | -12% | 1% | 2% | -8% | 1% | 0 | -10% | u
COc1ccc(/C=C2\C(=O)N(c3c(Cl)cc(Cl)cc3Cl)N=C2NC(=O)c2cccc([N+](=O)[O-])c2)cc1 | -105* | 1% | 1% | 10% | u | 6% | -12 | u | u
Cc1ccc(S(=O)(=O)N(C)C)cc1NS(=O)(=O)c1ccc(Cl)s1 | -21 | -1% | -7% | -3% | -1% | -3%[1.53 µM] | -6 | -15% | -22%
O=C(CNC(=O)c1ccccc1F)NC1CCN(Cc2ccccc2)CC1 | 9 | -3% | 12% | 10% | 5% | 13% | -15 | 2% | -25%
CCc1ccc(CN2CCC(n3nccc3NC(=O)c3ccccc3)CC2)o1 | -8 | u | -28% | -22% | 0% | -22% | -23 | -8% | -15%
O=C(Cn1cnc2ccccc21)N/N=C/c1ccccc1[N+](=O)[O-] | 0 | -1% | 4% | 0% | 0% | -5%[1.53 µM] | 2 | -1% | -1%

Later entries.
SMILES | IL-1B inflam inh | SW480 rereplic | HT1080-NT tox | HT1080 IDH1KD tx | MCF10A rerep | GLP1R cytotox | DRD3 agonist | KB-3-1 tox | KB-V1 cytotox
CCc1ccc(NC(=O)c2noc3c2CCc2ccccc2-3)cc1 | -1 | -4% | 1% | 3% | -4% | 26% | 3 | -10% | u
O=C(COC(=O)c1ccccc1F)Nc1cccnc1Cl | 10 | 1% | 11% | 10% | -12% | 17% | 39* | 0% | 0%
COC(=O)c1ccccc1OCCCN(C)C | 26 | -3% | 5% | -5% | -1% | -18% | 2 | -3% | -7%
CCn1c(C)nc2cc(S(=O)(=O)C(F)F)ccc21 | 14 | -1% | 8% | -1% | -22% | 8% | 22 | 6% | -1%
COc1cccc(NC(=O)C2(C)CCN2C(=O)CC2CC2)c1 (configuration not stated) | 53 | x | 21% | 8% | x | -1% | -4 | 0% | -19%
CC(=O)C1=CCC(c2ccccc2)N(Cc2ccccc2)C1 (configuration not stated) | -112* | x | u | u | x | -18% | 5 | u | u
CC(=O)c1ccc(N2CCN(c3ccccc3O)CC2)c([N+](=O)[O-])c1 | u | 3% | -17% | -20% | -2% | -11% | 15 | u | u
Cc1nn2c(=O)cc(COc3ccc(/C=C(\C#N)C(=O)Nc4ccc(F)cc4)cc3)nc2s1 | x | x | x | x | x | -4% | 78* | 7% | 6%
